Compound activity from PubChem.
PvdQ inh: P. aeruginosa PvdQ acylase inhibition; AID 488965; inhibition, % at 10 µM; 340,000 tested, 0.063% active; purified PvdQ acylase, fluorescence plate reader; in the data active means inhibition above about 30%, passing the limit was not always enough; inconclusive means no clear call, values can overlap the other calls;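 further: 0% = vehicle neutral wells and 100% = reference inhibitor wells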
Wnt act: activators of Wnt/beta-catenin signaling; AID 743398; 300,000 tested, 1.2% active; activation, % at 9.35 µM; Wnt/beta-catenin reporter cell assay, activator, plate reader; in the data active means activation above about 30%, passing the limit was not always enough; inconclusive means no clear call, values can overlap the other calls;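 further: 0% = neutral control wells and 100% = positive control wells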
dFosB activator: mouse delta FosB homodimer activation; activation, % at 25 µM; P13346; purified delta FosB, TAMRA-CDK5 oligo fluorescence polarization; percent of positive-control signal above neutral wells; 340,000 tested, 0.99% active;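 active means mean activation above about 17%, with every replicate also reaching it, limit read from the data, passing the limit was not always enough; inconclusive means only one of the two conditions met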;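 further: fluorescence polarization rise as delta FosB binds a TAMRA Cdk5 AP-1 oligo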
HTR5A ag: HTR5A agonism, opioid heterodimer counter-screen; P47898; HTR5A agonist assay, luminescence, cell-based; activation, % at 9.3 µM; 340,000 tested, 0.61% active; AID 504692; in the data active means activation mostly above about 9.5%, no sharp cut-off; inactive means mostly below about 7.6%;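 further: 0% = cells with vehicle only and 100% = reference agonist; strong numbers were not always called active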
Target sequence (P47898 whole entry, looked up): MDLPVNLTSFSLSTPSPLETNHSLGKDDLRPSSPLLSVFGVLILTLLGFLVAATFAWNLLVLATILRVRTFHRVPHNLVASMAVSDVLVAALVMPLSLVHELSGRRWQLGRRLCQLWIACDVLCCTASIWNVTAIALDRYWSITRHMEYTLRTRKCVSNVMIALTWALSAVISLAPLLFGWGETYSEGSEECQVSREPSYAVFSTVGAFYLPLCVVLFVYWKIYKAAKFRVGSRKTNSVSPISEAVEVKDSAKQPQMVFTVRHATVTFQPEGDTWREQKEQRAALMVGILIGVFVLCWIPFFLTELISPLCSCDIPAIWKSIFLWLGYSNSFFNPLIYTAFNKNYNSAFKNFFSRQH
CDK5 p35 inh: inhibitors of human CDK5/p35 kinase; Q00535+Q15078; Recombinant CDK5/p35, ADP-Glo luminescence, 60 min; inhibition, % at 10 µM; 330,000 tested, 0.01% active; AID 488839;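 active means highest replicate inhibition of at least 50% and at least 75% of replicates reaching 50%; inconclusive means only one of the two criteria met; inactive means both criteria failed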;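 further: plate controls were DMSO neutral control for no effect and GW8510 at 10 µM for full effect; many of its hits are not listed in these tables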
Rtt109 Vps75: C. albicans Rtt109 histone acetyltransferase inhibition. Q5AAJ8. purified Rtt109/Vps75, ThioGlo CoA-SH fluorescence, 4 h. inhibition, % at 34.9 µM. 330,000 tested, 0.16% active. AID 540336;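 active means inhibition of at least 50% in every replicate; inconclusive means best replicate reaches 50% inhibition but some replicates fall short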
cardiac RTF act: increases calcium sensitivity of human cardiac regulated thin filaments | activation, % at 7.2 µM | AID 493008 | P19429+P45379 | IANBD-labeled TnC RTF fluorescence at EC20 calcium; 0% EC20 calcium, 100% full calcium | 340,000 tested, 0.24% active;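 active means activation above the mean over all tested compounds plus 3 SD, cut at about 30% in these data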;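 further: rise in fluorescence read as greater calcium sensitivity of cardiac thin filaments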
SR-BI HDL uptake: blocks mouse SR-BI lipid uptake from DiI-HDL; Q61009; ldlA[mSR-BI] CHO cells, DiI-HDL uptake fluorescence, 3 h; inhibition, % at 12.5 µM; 320,000 tested, 0.96% active; AID 488896;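 active means mean replicate inhibition of at least 70% and a set share of replicates each scoring 70 or more; inconclusive means meets just one of the two criteria; inactive means fails both criteria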;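 further: 0% = median of neutral control wells and 100% = median of positive control wells; values of inactives mirror those of a sister screen read the other way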
Target sequence (Q61009 whole entry, looked up): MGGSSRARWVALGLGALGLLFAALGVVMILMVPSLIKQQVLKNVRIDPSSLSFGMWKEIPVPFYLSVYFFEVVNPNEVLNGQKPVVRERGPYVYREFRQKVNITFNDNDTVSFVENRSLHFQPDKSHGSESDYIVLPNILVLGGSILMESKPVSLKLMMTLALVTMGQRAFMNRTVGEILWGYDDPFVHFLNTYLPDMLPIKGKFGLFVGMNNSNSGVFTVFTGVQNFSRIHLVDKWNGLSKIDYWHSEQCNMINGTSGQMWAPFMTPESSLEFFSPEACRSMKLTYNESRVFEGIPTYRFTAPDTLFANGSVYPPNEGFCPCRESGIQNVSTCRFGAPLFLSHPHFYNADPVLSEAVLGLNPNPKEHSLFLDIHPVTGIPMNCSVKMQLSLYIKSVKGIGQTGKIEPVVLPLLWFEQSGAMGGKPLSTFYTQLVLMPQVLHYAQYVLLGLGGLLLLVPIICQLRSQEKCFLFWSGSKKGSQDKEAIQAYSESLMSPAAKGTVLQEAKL
SR-BI DiI-HDL act: SR-BI HDL lipid transfer activation | activation, % at 12.5 µM | CHO ldlA[mSR-BI] cells, DiI-HDL uptake fluorescence, 3 h; 100 = double the neutral-control signal | 320,000 tested, 0.096% active;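 active means mean replicate activation of at least 60% and every replicate at or above 60%; inconclusive means mean or all-replicate condition met, but not both; inactive means mean below 60% and not all replicates reaching 60%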;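 further: 0% = median plate neutral-control signal and 100% = twice that signal; values of inactives mirror those of a sister screen read the other way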
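Material – SR-BI-overexpressing, LDLR-lacking CHO cells · Medium – BSA-supplemented, HEPES-buffered Ham's F12, pH 7.4 · Doses – single concentration · Times – compound with DiI-HDL co-incubation, 3 h at 37 °C · Measured by – bottom-read fluorescence, 550/595 nm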
MITF TRPM1 HTS: MITF TRPM1 promoter activation in melanoma cells | SK-MEL-5 TRPM1-promoter luciferase, 24 h; % of positive control, neutral wells = 0 | activation, % at 12.5 µM | 300,000 tested, 0.75% active;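 active means mean activation of at least 80% with every replicate also reaching 80%; inconclusive means mean reaches 80% but some replicate falls short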;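 further: 0% = neutral control wells and 100% = parthenolide positive control wells; values of inactives mirror those of a sister screen read the other way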
Numbers without * were called inactive; ? = inconclusive; · = not tested or not shown.

SMILES	PvdQ inh	Wnt act	dFosB activator	HTR5A ag	CDK5 p35 inh	Rtt109 Vps75	cardiac RTF act	SR-BI HDL uptake	SR-BI DiI-HDL act	MITF TRPM1 HTS
CCOc1ccccc1-c1nc(CN(Cc2cnn(C)c2)C(C)C)c(C)o1	-10.4	-0.3	-8.6	5.9	-5.2	-3.4	-2.7	28.7	-28.7	-4.7
Cc1c(C(=O)N2CCOCC2)c(S(=O)(=O)Nc2ccc(C(C)C)cc2)c(C)n1C	-18.2	-0.6	-8.7	-1.0	-0.2	-5.3	-0.1	-2.3	2.3	-20.9
O=C(CSc1nnc2ccccn12)NCCc1ccc(Cl)cc1	-6.0	-2.6	3.8	-1.5	-0.5	-4.0	-2.1	18.7	-18.7	19.7
Cc1ccc([N+](=O)[O-])cc1N(CC(=O)NC1CCCC1)S(C)(=O)=O	-3.3	0.2	3.3	4.5	-0.8	-2.7	-1.6	-8.4	8.4	-7.3
CCCCC(C(=O)NC(=O)NCc1ccccc1)N1C(=O)c2ccccc2C1=O (stereo not drawn)	-8.3	1.9	-4.9	-1.1	0.0	-5.6	-5.3	1.7	-1.7	7.0
CCN(CC)C(=O)[C@H]1CC(CC(=O)NCC23CC4CC(CC(C4)C2)C3)C(=O)N2CCc3c([nH]c4ccccc34)[C@]12C (stereo partly drawn)	-16.6	-3.2	3.0	1.2	0.1	1.9	-4.2	23.0	-23.0	-21.1
CCCCn1c(=O)cc(C)n(-c2ccccc2)c1=O	4.5	-2.2	-0.6	-1.1	2.4	5.8	2.6	-10.4	10.4	-4.0
COc1ccc(S(=O)(=O)NCC(=O)N(Cc2ccco2)C(C(=O)NC(C)(C)C)C(C)C)cc1 (stereo not drawn)	-17.4	-0.8	-15.1	5.9	2.2	-3.8	-3.0	·	·	-4.2
COc1ccc(-n2c(O)c(/C=N/NS(=O)(=O)c3cc(C)ccc3C)c3ccccc3c2=O)cc1OC	-4.5	-18.8	-5.6	3.5	-1.4	5.5	113.7*	-4.4	4.4	-6.0
O=C1COc2ccc(C(=O)c3ccccc3)cc2CN1	-8.7	·	-2.5	3.6	-1.3	-3.2	-5.7	3.3	-3.3	-2.2
CCCC(=O)Nc1ccccc1N1CCN(C(=O)C(C)C)CC1	-2.5	-1.8	-0.5	3.5	-0.3	-4.3	4.2	3.8	-3.8	·
Cc1ccc(Cl)cc1NC(=O)COc1ccccc1	-4.0	-1.5	4.9	-3.4	1.1	-4.4	-5.2	3.8	-3.8	26.5
Cc1ccc(NC(=O)N2CCC(c3nc4c(nnn4Cc4c(F)cccc4Cl)c(=O)[nH]3)CC2)cc1	-8.7	0.5	-8.1	-5.6	-0.2	43.9	2.6	38.9	-38.9	0.5
CCOC(=O)/C(C#N)=C/c1c(Oc2cccc(C)c2)nc2ccccn2c1=O	-13.7	-1.9	-20.9	-3.4	0.1	0.3	-1.0	-5.8	5.8	·
CCC1CCC(c2nnc(-c3ccc(Br)cc3)o2)CC1 (stereo not drawn)	6.1	-0.4	-7.0	-0.9	1.4	-0.5	2.8	-16.5	16.5	18.2
Oc1ccccc1CNCCCN1CCOCC1	-13.9	1.6	-0.6	-0.6	0.6	12.2	-1.0	-10.0	10.0	-5.5
O=C(CCC(=O)c1cccs1)Nc1ccc(F)c(F)c1F	-6.4	·	-5.1	2.3	1.8	15.4	0.3	6.9	-6.9	17.4
COc1ccc(CCN2CC(C#N)=C3c4cc(OC)c(OC)cc4CCN3C2)cc1OC	-4.1	-2.3	4.1	5.5	1.3	-1.5	-1.3	18.9	-18.9	·
CCN1CCN(c2nc3ccccn3c(=O)c2/C=C(\C#N)S(=O)(=O)c2ccccc2)CC1	-13.0	-1.0	-7.3	4.1	1.9	-0.6	7.1	-13.2	13.2	0.9
CCC(=O)Nc1cc2c(C)cc(=O)oc2cc1C	-11.9	3.1	5.7	1.9	-0.8	0.2	7.9	-21.5	21.5	·
C=CCn1c(COc2ccc(F)cc2)nnc1SCC(=O)NC(=O)NCc1ccco1	-14.1	·	-12.9	8.1	0.9	0.2	-1.8	-0.3	0.3	9.8
COCCn1c(-c2ccc(Br)cc2)csc1=Nc1cccnc1	3.5	2.5	-8.6	-3.5	-0.5	7.4	-1.8	18.7	-18.7	5.4
CCOC(=O)c1nn(-c2ccc(C)cc2)c(=O)c2c(N)scc12	12.9	·	-5.0	-2.6	-1.3	4.7	-2.6	59.5	-59.5	-12.1
NS(=O)(=O)c1cccc(NC(=O)COC(=O)CCC(=O)c2cccs2)c1	18.2	-4.3	-1.4	-2.3	1.7	11.6	-3.7	-20.2	20.2	2.3
Cn1c(SCc2ccccc2)nnc1-c1ccncc1	-4.9	-1.7	-1.0	0.3	-0.3	-4.5	3.6	-5.6	5.6	3.4
The listing continues:
SMILES	PvdQ inh	Wnt act	dFosB activator	HTR5A ag	CDK5 p35 inh	Rtt109 Vps75	cardiac RTF act	SR-BI HDL uptake	SR-BI DiI-HDL act	MITF TRPM1 HTS
O=C(CCN1CCN(c2ccccc2)CC1)Nc1ccccc1	-7.8	-0.5	-4.4	-3.5	1.7	0.5	1.1	-3.5	3.5	4.8
COCCn1c(SCC(=O)Nc2nnc(C)s2)nnc1-c1ccco1	-1.7	0.4	4.1	1.3	0.3	7.3	1.6	-25.8	25.8	-5.2
O=C(CN1CCN(c2ccccc2)CC1)Nc1ccc(F)cc1	-12.9	-2.4	-6.7	0.5	-2.0	-7.2	-1.3	1.5	-1.5	13.4
COc1ccc(CC(=O)Nc2ccc(-c3cn4ccccc4n3)cc2)cc1	-6.2	·	-0.5	1.2	-1.2	-0.1	1.3	67.3	-67.3	38.6
O=C(O)CC1(CC(=O)N2CCC(C(=O)O)CC2)CCCC1	-3.5	3.2	0.9	-0.9	-0.5	·	-0.2	-36.1	36.1	-3.4
Cc1cccc(NC(=O)c2ccc(N(C)C3CCCCC3)c([N+](=O)[O-])c2)n1	8.7	11.0	3.5	-3.3	0.7	9.0	-7.0	85.5*	-85.5	9.1
OC(Cn1cncn1)(c1ccccc1)c1ccccc1	-9.4	1.7	-5.3	4.9	0.2	4.1	9.7	-20.4	20.4	-2.6
CCCOC(=O)c1cccc(Nc2nc(-c3cccnc3)nc3ccccc23)c1	-9.8	-11.7	-29.9	14.1*	-0.1	6.0	5.4	?	-73.8	-44.9
COc1ccc(OC)c(C2C(C#N)=C(N)Oc3cc(C)[nH]c(=O)c32)c1 (stereo not drawn)	7.6	·	-1.9	-1.3	1.0	1.0	9.4	5.2	-5.2	7.0
CCc1ccc2nc(N(CCCN(C)C)C(=O)c3ccc(C(=O)c4ccccc4)cc3)sc2c1	-0.1	2.4	-8.3	2.3	-0.2	39.3	-5.1	-9.8	9.8	8.9
COC(=O)c1cc(C(=O)NCCN2C(=O)S/C(=C\c3cccs3)C2=O)cc([N+](=O)[O-])c1	8.9	4.3	-0.2	1.9	0.7	2.3	2.3	-19.4	19.4	-0.8
CC(C)CN(C)C(=O)CCc1nnc(Cc2cccc(C(F)(F)F)c2)o1	-7.4	-1.4	-2.8	3.7	-1.8	-1.5	-0.5	-7.2	7.2	63.9
COc1ccc(C2=CC(c3ccc(OC)c(OC)c3)n3nnnc3N2)c(OC)c1 (stereo not drawn)	-10.7	·	1.7	10.2	0.4	7.1	5.4	47.3	-47.3	4.4
CC(=O)N1CCN(c2c(F)c(F)c(C(F)(F)F)c(F)c2F)CC1	2.7	0.1	-3.6	-3.7	1.1	22.0	9.8	-34.2	34.2	5.7
CCN(Cc1ccccc1)S(=O)(=O)c1ccc(C(=O)N2CCN(c3nc4ccccc4s3)CC2)cc1	-15.9	-1.9	-21.5	0.7	-2.7	-4.1	-2.5	55.8	-55.8	-35.0
COc1ccc(C(=O)N[C@H](C(=O)NCCc2ccc3c(c2)OCCO3)C(C)C)cc1	-9.8	-3.0	-4.1	0.4	-0.4	4.4	-1.7	0.8	-0.8	2.7
CCOC(=O)[C@H]1[C@H]2COc3ccc(C)cc3[C@@H]2N2C(=O)[C@@H](CO)NC(=O)[C@@]12C	5.0	-3.4	0.9	-0.2	0.4	-1.6	-6.2	-9.9	9.9	-3.4
O=C(NCCCN1CCOCC1)C1CCN(S(=O)(=O)c2c(Cl)cccc2Cl)CC1	2.1	2.4	-5.8	3.3	1.1	-6.1	-0.4	-19.1	19.1	-9.3
C=C(C)CNC(=S)N/N=C/c1ccc(NC(C)=O)cc1	-7.6	-1.3	-7.6	0.8	-0.1	0.1	3.0	-18.3	18.3	12.3
COc1ccc(C2CC(=O)NC3=C2C(=O)CCC3)cc1Cl (stereo not drawn)	1.8	·	4.8	10.9	-2.1	-0.6	-5.3	14.7	-14.7	0.6
COc1cccc(C(=O)NNC(=O)c2sccc2-n2cccc2)c1	-8.2	0.3	5.2	-1.0	-0.4	-2.8	-0.5	27.9	-27.9	1.6
O=C(NNc1nc2ccccc2nc1C(F)(F)F)c1ccccc1	-9.8	·	-6.1	-4.9	-0.7	4.4	-2.8	6.7	-6.7	6.3
CCOC(=O)[C@H]1[C@H]2COc3ccc(C)cc3[C@@H]2N2C(=O)CN(C)C(=O)[C@@]12C	-9.5	-1.2	2.6	4.3	1.4	11.2	2.0	3.5	-3.5	-4.7
CC(Oc1ccc(Cl)cc1Cl)C(=O)NN=C1CCN(C)CC1 (stereo not drawn)	-16.6	-3.7	-2.1	0.9	-1.2	3.1	12.2	-22.8	22.8	-0.9
CCCCCC(=O)N1CCN(S(=O)(=O)c2ccc3c(c2)OCCCO3)CC1	-7.3	0.0	-3.5	-2.1	1.6	6.9	1.1	-0.6	0.6	0.1
More results.
SMILES	PvdQ inh	Wnt act	dFosB activator	HTR5A ag	CDK5 p35 inh	Rtt109 Vps75	cardiac RTF act	SR-BI HDL uptake	SR-BI DiI-HDL act	MITF TRPM1 HTS
O=C(NC(c1ccccc1)c1ccccc1)N1CCN(CCO)CC1	-1.8	·	-2.3	1.8	-0.8	-11.1	-4.5	-23.6	23.6	-4.5
Cc1ccc(S/C=C\C(=O)c2ccccc2)cc1	-10.1	55.9*	-2.1	8.9	-0.1	-12.6	-4.2	0.7	-0.7	-4.1
CCCn1c2ccccc2c2nnc(SCC(=O)Nc3cc(C)on3)nc21	3.2	·	-2.3	-6.5	1.7	-5.1	-4.1	22.7	-22.7	-7.8
Cc1ccc2nc(C(Cl)(Cl)Cl)nc(N/N=C/c3ccncc3)c2c1	9.1	1.4	-1.7	3.2	2.4	5.4	-4.2	-3.5	3.5	5.0
COc1ccc(NC(=O)CN(C)C(=O)CCCN2C(=O)c3cccc4cccc(c34)C2=O)cc1	7.6	0.9	2.2	-1.4	2.5	12.4	15.0	18.8	-18.8	14.2
Cc1cccc(CNC(=O)c2ccc(NC(=O)C3=CSCCO3)cc2)c1	-6.9	·	-7.3	0.1	-2.4	-5.0	3.0	22.3	-22.3	48.4
O=C(OCCN=C1NS(=O)(=O)c2ccccc21)c1ccccc1F	-8.1	16.0	0.8	4.0	0.6	-7.7	-2.8	0.8	-0.8	-1.0

Compounds were not picked by outcome; about 4.4% have a hit in one of these screens.
